OXTR potentiator: potentiators of human oxytocin receptor; activation, % at 3 µM; CHO-OTR cells, Fluo-8 calcium fluorescence, potentiator mode; 0% = oxytocin EC15, 100% = EC100; P30559; 320,000 compounds, 0.061% hits;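 active = activation above that plate's cutoff, the mean activation of tested compounds plus 3 SD, cut at about 6.6% in these data, passing the limit was not always enough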;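 note: 100% uses oxytocin at 75 nM as the full agonist control; some results filed as inactive read as strong as hits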
Target sequence (P30559 whole entry, looked up): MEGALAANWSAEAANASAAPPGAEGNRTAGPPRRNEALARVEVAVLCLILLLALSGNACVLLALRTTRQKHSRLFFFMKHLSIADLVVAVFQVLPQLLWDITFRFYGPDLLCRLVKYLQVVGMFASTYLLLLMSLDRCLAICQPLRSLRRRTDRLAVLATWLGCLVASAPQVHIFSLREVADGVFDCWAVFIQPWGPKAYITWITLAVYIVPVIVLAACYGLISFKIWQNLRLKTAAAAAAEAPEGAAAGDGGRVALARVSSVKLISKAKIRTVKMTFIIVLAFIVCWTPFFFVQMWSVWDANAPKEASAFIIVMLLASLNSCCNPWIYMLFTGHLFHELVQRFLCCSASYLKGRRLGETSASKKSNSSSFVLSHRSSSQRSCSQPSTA
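Material: CHO-OTR cells, human receptor; compound dosing: single dose, 3.0 µM nominal final compound concentration; schedule: 6 min compound pre-incubation at room temperature, 100 s kinetic read; measured by: kinetic Fluo-8 calcium fluorescence; read-out basis: % activation vs EC15 and EC100 oxytocin; controls: EC15 oxytocin alone as 0%, 75 nM oxytocin as 100%; replicates: singlicate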
M18AAP inhibitor: PfM18AAP enzyme inhibition; inhibition, % at 7.35 µM; 290,000 compounds, 1.2% hits; recombinant PfM18AAP, H-Glu-NHMec fluorogenic cleavage;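 active = inhibition above the campaign mean inhibition over all tested compounds plus 3 SD, cut at about 28% in these data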;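 note: 0% = plate median of test compound wells and 100% = 2 mM ZnCl2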
OXTR ag: activates the human oxytocin receptor; P30559; CHO-OTR cells, Fluo-8 calcium fluorescence; normalized: DMSO 0%, oxytocin 100%; activation, % at 3 µM; 320,000 compounds, 0.32% hits; AID 2435;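 active = activation above the mean of all tested compounds plus 3 SD, cutoff set per screening run, cut at about 20% in these data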;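 note: peak over basal fluorescence ratio from a 100 s FLIPR kinetic read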
V1R ag counter: counter-screen for oxytocin receptor agonists: human V1a receptor agonists | CHO-V1R cells, Fluo-8 calcium fluorescence, agonist mode; 0% DMSO, 100% 3 nM vasopressin | activation, % at 3 µM | 320,000 compounds, 0.25% hits | AID 2797;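 active = activation above the mean activation of all tested compounds plus 3 SD, per screening run, cut at about 20% in these data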;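 note: signal is peak over basal fluorescence ratio across a 100 second FLIPR read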
NALP1 yeast inh: NALP1 inhibition; S. cerevisiae NALP1/ASC/caspase-1 growth, X-gal OD620, 72 h; inhibition, % at 10 µM; 280,000 compounds, 0.61% hits; AID 2071; in the data active = inhibition mostly above about 24%, no sharp cut-off; inactive = mostly below about 32%; note: some compounds called inactive have numbers as strong as hits
MEKK2mut PB1 HTS: signal of MEK5 binding to mutant human MEKK2 PB1 domain; bead flow cytometry, Alexa488-MEK5 binding to MEKK2 mutant; percent response, % at 10 µM; 290,000 compounds, 0.35% hits; in the data active = percent response above about 24%, passing the limit was not always enough; note: inactives centre near 1; some results filed as inactive read as strong as hits
MEKK2 WT-MEK5: raises or lowers MEK5 binding to wildtype human MEKK2 PB1 domain; Q9Y2U5; bead flow cytometry, Alexa488-MEK5 binding to MEKK2 WT; actives lie on both sides; binding response (% of control), % at 10 µM; 290,000 compounds, 1.1% hits; in the data active = binding response below about 67% or above about 130%
GalR3 antagonist: human GalR3 antagonism. O60755. HEK293 GalR3-CNG cAMP membrane potential fluorescence; galR3 body fused to GalR1 C-terminus. inhibition, % at 3 µM. 360,000 compounds, 0.44% hits. AID 651719;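 active = inhibition above the screen-wide average plus 3 SD, cut at about 13% in these data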;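 note: forskolin and galanin both at EC90 stimulate the cells; cAMP rise reported by CNG channel membrane potential dye signal; 0% = forskolin plus galanin with DMSO and 100% = forskolin alone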
Target sequence (O60755 1-299 limits assumed): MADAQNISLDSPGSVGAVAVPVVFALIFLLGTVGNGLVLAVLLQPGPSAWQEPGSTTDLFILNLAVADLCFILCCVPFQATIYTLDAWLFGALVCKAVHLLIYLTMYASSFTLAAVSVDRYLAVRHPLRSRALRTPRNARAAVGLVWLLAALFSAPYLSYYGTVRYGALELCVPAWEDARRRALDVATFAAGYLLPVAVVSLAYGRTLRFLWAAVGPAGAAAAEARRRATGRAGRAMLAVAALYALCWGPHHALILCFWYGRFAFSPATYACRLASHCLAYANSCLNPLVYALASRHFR
GPR7 antagonist: blocks human GPR7 receptor signaling; P48145; GPR7-expressing cells, fluorescence antagonist assay; inhibition, % at 4.4 µM; 290,000 compounds, 1.1% hits; AID 1861; in the data active = inhibition above about 16%, passing the limit was not always enough;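 note: cells stimulated with the agonist NPW; 0% = agonist with vehicle and 100% = vehicle without agonist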
Target sequence (P48145 whole entry, looked up): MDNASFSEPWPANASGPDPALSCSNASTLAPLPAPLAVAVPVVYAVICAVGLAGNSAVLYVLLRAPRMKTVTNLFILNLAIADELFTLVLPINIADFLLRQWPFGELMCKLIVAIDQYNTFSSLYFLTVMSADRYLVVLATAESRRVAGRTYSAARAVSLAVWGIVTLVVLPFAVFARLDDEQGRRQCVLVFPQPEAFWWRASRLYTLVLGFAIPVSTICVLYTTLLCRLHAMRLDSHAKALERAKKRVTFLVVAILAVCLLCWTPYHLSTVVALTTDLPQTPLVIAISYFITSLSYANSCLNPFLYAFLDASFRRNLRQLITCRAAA
* hit, by the source's call; . = no result given; [ ] = dose if it differs, or a comment.

SMILES | OXTR potentiator | M18AAP inhibitor | OXTR ag | V1R ag counter | NALP1 yeast inh | MEKK2mut PB1 HTS | MEKK2 WT-MEK5 | GalR3 antagonist | GPR7 antagonist
COc1cccc(-c2nc(NC3CCCC3)c3ccccc3n2)c1O | -6 | -7 | -2.1 | 0.5 | 7 | 4 | 107 | -11 | -37
Cc1cc(NC(=O)CCC(=O)N(Cc2ccco2)C2(C(=O)NC3CCCCC3)CCCC(C)C2)no1 (configuration not stated) | -13 | -1 | 1.3 | 0.7 | 7 | -7 | 96 | -12 | 11
Cc1cc(NC(=O)CCC(=O)N(Cc2ccco2)C2(C(=O)NC3CCCC3)CCC(C)CC2)no1 (configuration not stated) | -6 | -3 | -0.1 | -0.9 | 6 | 4 | 94 | -15 | 16
Cc1cccc(N2CCN(C(=O)C3CCN(c4ncnc5c4nc4n5CCCCC4)CC3)CC2)c1C | -13 | 2 | 1.3 | 6.7 | -11 | 5 | 105 | 7 | 27*
O=C(CC1c2ccccc2Oc2ccccc21)N1CCN(c2ccccn2)CC1 | -4 | -1 | -0.9 | 0.1 | -1 | -1 | 95 | 1 | 12
CCCNC(=O)COc1coc(CN2CCN(c3ccc(F)cc3)CC2)cc1=O | -9 | -4 | -0.1 | 0.2 | 1 | 2 | 101 | -1 | 9
CCN(CC)S(=O)(=O)c1ccc(/C=C/C(=O)O)cc1 | -5 | -5 | 0.6 | 1.6 | -14 | -11 | 92 | -3 | -9
O=C(c1ccc(C(F)(F)F)cc1)N1CCC(=O)N(C(COCc2ccc(Cl)cc2)Cc2ccccc2)CC1 (configuration not stated) | -10 | 1 | -0.8 | -0.6 | 27 | 1 | 97 | -7 | 5
COc1cccc(C(=O)Nc2ccc(NC(=O)C3CC=CCC3C(=O)O)cc2)c1 (configuration not stated) | -4 | -14 | 0.8 | 1.5 | 18 | 2 | 104 | -4 | 1
O=C(O)Cn1cc(C(=S)N2CCCCC2)c2ccccc21 | -11 | 17 | 0.8 | 0.9 | 10 | -15 | 63 | -1 | 12
O=C(Cn1ncc2c3ccccc3n(Cc3ccccc3)c2c1=O)NCCCN1CCOCC1 | -14 | 9 | -0.6 | 0.6 | 0 | 4 | 99 | -2 | -4
CC(Oc1ccc(Cl)cc1Cl)C(=O)Nn1cnnc1 (configuration not stated) | -16 | 17 | 0.4 | 0.3 | -15 | 3 | 101 | -2 | -8
CN(CC(O)COc1ccccc1F)C1CCCCC1 (configuration not stated) | 0 | 0 | 1.3 | 1.2 | -10 | 6 | 110 | -8 | 2
Cc1ccc(C(=O)N/C(=C\c2ccc(C(C)C)cc2)C(=O)NCCCN2CCOCC2)cc1 | -8 | -3 | 0.3 | -0.5 | 23 | 2 | 95 | -3 | 4
O=C(Nc1ccc2oc(-c3ccc4ccccc4c3)nc2c1)c1ccc2c(c1)OCCO2 | -1 | -10 | -0.1 | 0.0 | -3 | -3 | 97 | -4 | 2
CCCCNC(=O)CN(c1cccc(Br)c1)S(C)(=O)=O | -8 | -4 | 2.5 | 1.3 | 5 | 9 | 108 | 1 | -9
NC(=O)C(=O)NCCCN1CCOCC1 | 7 | -1 | 1.1 | 2.3 | 2 | -13 | 89 | -3 | -4
COc1c(C)cc(Br)cc1C(=O)Nc1cccc(NC(=O)c2ccco2)c1 | -6 | 6 | -0.7 | -0.3 | 12 | 2 | 97 | . | -16
Cc1ccccc1OCC(=O)NNC(=S)NC(=O)c1ccco1 | 6 | 10 | 11 | 2.6 | 2 | 6 | 100 | -7 | -9
Cc1ccc(S(=O)(=O)N2CCC(C(=O)OCC(=O)N3CC(=O)Nc4ccccc43)CC2)cc1 | -6 | 3 | 1.5 | 3.8 | 10 | 0 | 99 | -3 | 0
COc1ccc(O)c(/C=N/NC(=O)c2c(C)nnn2-c2nonc2N)c1 | -9 | 2 | -0.1 | 0.0 | 6 | -8 | 89 | -1 | -5
COc1ccccc1CN1CC(C(=O)NCc2cc(C)on2)CCC1=O (configuration not stated) | -6 | 7 | -0.6 | 0.7 | -3 | 6 | 111 | -1 | -5
COc1ccccc1CN1CC(C(=O)NCc2nccn2C)CCC1=O (configuration not stated) | -8 | -1 | 0.7 | 0.1 | 2 | 2 | 106 | 4 | 6
COc1cccc(/C=C/C(=O)OCC(=O)c2ccccc2)c1OC | -8 | . | 1.6 | 0.7 | . | . | . | -3 | .

Sorted by the number under M18AAP inhibitor (ascending): some entries from above.
Structure,M18AAP inhibitor
NC(=O)C(=O)NCCCN1CCOCC1,-1
Cc1ccc(S(=O)(=O)N2CCC(C(=O)OCC(=O)N3CC(=O)Nc4ccccc43)CC2)cc1,3
COc1c(C)cc(Br)cc1C(=O)Nc1cccc(NC(=O)c2ccco2)c1,6

Later entries.
SMILES | OXTR potentiator | M18AAP inhibitor | OXTR ag | V1R ag counter | NALP1 yeast inh | MEKK2mut PB1 HTS | MEKK2 WT-MEK5 | GalR3 antagonist | GPR7 antagonist
CC1CCCCN1CCNC(=O)c1ccc2c(=O)n(CCc3ccccc3)c(=O)[nH]c2c1 (configuration not stated) | -6 | 4 | 0.5 | 0.6 | 11 | . | . | -2 | -3
O=C(CCC(=O)N1CCN(C2CCCCC2)CC1)Nc1nnc(C(F)(F)F)s1 | -11 | 3 | 0.8 | 0.7 | -4 | 7 | 100 | -2 | -2
O=C(Cc1ccc(-n2c(=O)[nH]c3ccccc3c2=O)cc1)N1CCN(c2ccccc2)CC1 | -10 | -11 | -0.3 | 1.1 | 54 | 5 | 112 | -4 | 6
COc1cc(/C=N/NC(=O)c2ccncc2)ccc1OC(=O)c1cccc(F)c1 | -17 | 2 | 5.5 | 7.9 | 6 | 8 | 108 | -2 | -3
CCn1c(SCC(=O)O)nnc1-c1cc2c(C)nn(-c3ccccc3)c2s1 | -1 | 3 | 0.4 | -0.8 | 11 | 4 | 100 | -6 | -3
O=C(CNC(=O)c1ccc(Br)o1)NCc1ccc2c(c1)OCO2 | -16 | -1 | 1.2 | 0.3 | -4 | -4 | 102 | 2 | -7
CNC(=S)Nc1ccc(C23CC4CC(CC(C4)C2)C3)cc1 | -14 | 2 | -0.9 | 2.1 | 28 | -10 | 94 | -5 | -8
CCOc1ccc(CCNC(=O)c2cn(C)c3ccc(S(=O)(=O)N4CCOCC4)cc3c2=O)cc1OCC | -5 | -3 | 0.5 | 0.0 | 15 | 4 | 102 | 7 | -18
Cc1cc(-c2ccco2)n(CC(=O)NCCCc2ccccc2)n1 | 0 | -42 | -1.5 | -1.2 | 40 | 12 | 118 | 1 | 3
CCn1nc(C(=O)Nc2cccc(C(F)(F)F)c2)c(Cl)c1Cl | -14 | -8 | -1.6 | -0.5 | -4 | -2 | 104 | 0 | -11
CCn1c2ccccc2c2cc(NC(=O)CSc3nnc(-c4cccc(C)c4)o3)ccc21 | -13 | -6 | -1.8 | -1.0 | 3 | -1 | 94 | -4 | -11
O=C(CNC(=O)c1ccncc1)N/N=C/c1ccc(Br)cc1 | -2 | 2 | 0.8 | 0.1 | -5 | -12 | 97 | -3 | -6
CCCCNc1ccc2c3c(cccc13)C(=O)N(CCCC)C2=O | . | -4 | . | . | 24 | -3 | 72 | 1 | 37*
CCOC1OC(=O)C(Cl)=C1Nc1ccc(C)cc1C (configuration not stated) | -5 | -14 | -1.1 | 1.8 | 23 | -2 | 101 | 2 | -3
COc1ccccc1NC(=O)Cn1nc(C(F)(F)F)c2c1CCCC2 | -3 | -2 | -2.0 | -1.3 | 8 | -2 | 97 | -4 | -10
CCNC(=O)COC(=O)C1CCC(=O)N(c2ccc(OC)cc2)C1c1ccc(OC)cc1 (configuration not stated) | -3 | -5 | -0.2 | -0.6 | 35 | 0 | 97 | -4 | 7
CCCCCCCCNc1nc(Cl)nc(NCc2ccco2)n1 | -9 | -5 | -0.1 | 0.1 | 22 | -4 | 97 | 3 | -5
Cc1c(C)c2ccc(OCC(=O)Nc3ccc(N4CCC(C)CC4)cc3)cc2oc1=O | 0 | 5 | 0.6 | 3.6 | 21 | 2 | 99 | -1 | 13
c1ccc(-c2ccccc2OCCOCCN2CCOCC2)cc1 | 2 | 2 | 1.8 | 1.4 | 3 | 14 | 107 | -9 | -6
O=C(Nc1nonc1NC(=O)c1cccs1)c1cccs1 | -9 | -10 | 2.6 | 3.5 | 39 | -3 | 76 | -8 | 2
COc1ccc(O)c(/C=N\NC(=O)CCn2nnc3ccccc32)c1 | -11 | 3 | 0.4 | 1.3 | -8 | 0 | 100 | -1 | 9
CCOC(=O)NC(=O)c1cn(CCNCCO)c(=O)[nH]c1=O | -7 | -15 | 0.2 | 0.1 | -2 | 1 | 98 | -1 | -15
O=C(C1=C[C@@H]2[C@H]3C(=O)N(c4ccc(Cl)cc4)C(=O)[C@H]3[C@@H](C(=O)c3ccc(Cl)cc3)N2C=C1)c1ccccc1 | -11 | 4 | 0.3 | 0.7 | 19 | 11 | 117 | -4 | 13
COc1ccc(-c2noc(-c3ccoc3C)n2)cc1OC | 4 | 0 | -1.2 | -0.1 | 1 | 1 | 99 | -4 | -16
O=C(O)c1ccccc1N=Nc1ccc(O)cc1 | -11 | . | -0.2 | -0.2 | . | 4 | 107 | -2 | .
CCOC(=O)[C@H]1[C@H]2COc3ccc(OC)cc3[C@@H]2N2C(=O)[C@H](C)NC(=O)[C@@]12C | 0 | . | 0.8 | 0.4 | . | . | . | 0 | .
CCCCc1ccc(N2C(=NC(=O)C3CCCO3)SC3CS(=O)(=O)CC32)cc1 (configuration not stated) | -7 | 1 | 0.2 | 0.9 | 11 | 3 | 104 | 0 | 0
Cc1[nH]c(=O)[nH]c(=O)c1/C=N/NC(=O)CCCCCNC(=O)OC(C)(C)C | 3 | -2 | 0.6 | 0.3 | 17 | -4 | 97 | 8 | -5
Cc1ccc(/C(N)=N/OC(=O)/C=C/c2ccccc2)cc1 | -10 | -8 | -1.2 | -0.5 | -2 | -15 | 91 | -2 | -6
O=C(COC(=O)c1c(Cl)cccc1Cl)NC1CCCCC1 | -10 | -2 | -2.7 | -1.8 | 7 | -8 | 89 | -7 | -5
Cc1ccc(NC(=O)CC2OC(=O)c3ccccc32)cc1S(=O)(=O)N1CCOCC1 (configuration not stated) | -7 | . | 0.8 | 0.8 | . | . | . | -1 | .
CC[n+]1c(/C=C/N(C)c2ccccc2)oc2ccccc21 | 3 | 15 | 1.2 | 0.9 | 13 | -1 | 99 | -1 | 1
O=C(CSc1ncnc2scc(-c3ccccc3)c12)N1CCN(Cc2ccc3c(c2)OCO3)CC1 | -4 | 0 | -2.7 | -1.3 | 28 | 24 | 67 | -5 | 4
Cc1cc(C)c(S(=O)(=O)N/N=C/c2ccc([N+](=O)[O-])o2)c(C)c1 | . | 12 | . | . | 20 | -6 | 92 | 1 | -6
Cn1c(SCc2nc3ccccc3s2)nnc1-c1ccc2c(c1)OCO2 | -9 | -1 | -0.7 | 0.6 | -9 | -39 | 30*[inhibitor] | -5 | -10
Cn1c(CCNC(=O)c2ccco2)nc2cc(NS(=O)(=O)c3ccc(Cl)cc3)ccc21 | -1 | -6 | 1.3 | 0.9 | 17 | -3 | 100 | -1 | 1

Assay outcomes deposited in PubChem by several laboratories.
